# Screening results (PubChem)
# IDE act: human IDE activators in live cells, primary screen, fluorescence polarization, HEK cells, FAbeta-B substrate; Insulin-degrading enzyme (Homo sapiens), P14735; FAbeta-B cleavage; 0% vehicle, 100% cell-free pure enzyme wells; 340,000 tested, 0.073% active; activation, % at 5.96 µM;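 active means activation above the mean of all tested compounds plus 3 SD, set per screening campaign, cut at about 17% in these data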
# Target sequence (P14735 whole entry, looked up): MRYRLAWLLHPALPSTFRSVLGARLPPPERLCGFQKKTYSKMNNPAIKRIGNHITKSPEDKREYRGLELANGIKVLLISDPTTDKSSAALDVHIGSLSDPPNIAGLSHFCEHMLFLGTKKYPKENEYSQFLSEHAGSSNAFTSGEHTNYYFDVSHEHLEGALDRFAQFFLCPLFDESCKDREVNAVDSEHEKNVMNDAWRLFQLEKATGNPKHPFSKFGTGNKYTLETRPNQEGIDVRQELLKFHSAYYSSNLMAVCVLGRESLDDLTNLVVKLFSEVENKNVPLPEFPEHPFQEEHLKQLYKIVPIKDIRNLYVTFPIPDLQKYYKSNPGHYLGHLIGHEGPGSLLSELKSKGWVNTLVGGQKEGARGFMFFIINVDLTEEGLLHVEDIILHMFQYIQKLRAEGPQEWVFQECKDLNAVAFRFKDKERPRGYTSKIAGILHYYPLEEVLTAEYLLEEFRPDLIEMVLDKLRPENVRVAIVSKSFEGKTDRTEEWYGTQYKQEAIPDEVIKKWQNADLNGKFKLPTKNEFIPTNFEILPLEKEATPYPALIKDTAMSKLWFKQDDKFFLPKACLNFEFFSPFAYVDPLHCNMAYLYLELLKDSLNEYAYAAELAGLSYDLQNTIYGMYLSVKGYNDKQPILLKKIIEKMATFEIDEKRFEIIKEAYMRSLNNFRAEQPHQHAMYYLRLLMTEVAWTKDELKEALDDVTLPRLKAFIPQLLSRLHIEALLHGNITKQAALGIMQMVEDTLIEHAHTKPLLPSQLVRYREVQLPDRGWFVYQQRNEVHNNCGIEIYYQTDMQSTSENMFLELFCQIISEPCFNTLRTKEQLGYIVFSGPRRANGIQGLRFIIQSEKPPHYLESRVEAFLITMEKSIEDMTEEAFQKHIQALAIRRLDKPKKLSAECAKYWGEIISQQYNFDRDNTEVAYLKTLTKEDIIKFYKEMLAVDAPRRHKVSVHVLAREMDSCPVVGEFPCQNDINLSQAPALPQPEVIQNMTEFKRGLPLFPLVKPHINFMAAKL
# Starred values were filed as active, the others as inactive.
SMILES,IDE act
COc1cc(OC)c(N2CC(C(=O)Nc3cc(Cl)ccc3N3CCOCC3)CC2=O)cc1Cl (configuration not stated),0
CCCN1CCN(C(=O)c2ccc(F)c(S(=O)(=O)N3CCOCC3)c2)CC1,4
COc1ccccc1OCC(=O)OCc1cc(-c2ccco2)on1,-4
Cc1ccc(S(=O)(=O)N2CCCCC2)cc1NC(=O)COC(=O)C1(C)CC1(Cl)Cl (configuration not stated),4
O=C(CN1C(=O)c2ccccc2S1(=O)=O)Nc1ncc([N+](=O)[O-])s1,1
Cc1ccc(S(=O)(=O)N2CCN(C(=O)[C@H](Cc3ccccc3)NC(=O)c3ccco3)CC2)cc1,7
CC1(NC(=O)CSc2nnc(-c3ccco3)n2Cc2ccccc2)CCS(=O)(=O)C1 (configuration not stated),1
CCOC(=O)c1ccccc1NC(=O)COC(=O)C1CCCC1,3
CN(CC(=O)Nc1cccc(F)c1)CC(=O)N(C)c1c(N)n(Cc2ccccc2)c(=O)[nH]c1=O,3
C[C@H]1COC(=O)[C@@H](CC(=O)OC(C)(C)C)C/C=C\C[C@@H](CC(=O)N[C@H](CO)Cc2ccccc2)C(=O)N1,-4
CS(=O)(=O)c1ccc(Cl)c(NC(=O)CN2CCCC2c2ccc3c(c2)OCCCO3)c1 (configuration not stated),0
CCC(C)Sc1ccc([C@H]2N[C@@](Cc3ccccc3)(C(=O)OC)[C@H]3C(=O)N(CC)C(=O)[C@@H]23)cc1OC (some centres not stated),7
CC(OC(=O)[C@H](C)NC(=O)c1ccccc1Cl)C(=O)NCc1ccc2c(c1)OCO2 (some centres not stated),-1
NC(=O)c1cc([N+](=O)[O-])c(Cl)cc1NCc1ccccn1,5
CCOc1ccc(NC(=O)CN(C)C(=O)c2cccc(S(=O)(=O)N3CCN(C)CC3)c2)cc1OCC,-1
CC(C)(NC(=O)NC(CO)c1ccccc1)c1cccc(C(C)(C)NC(=O)NC(CO)c2ccccc2)c1 (configuration not stated),4
O=C(Nc1cccc(S(=O)(=O)N2CCCCC2)c1)C1CCN(C(=O)c2ccc(Cl)cc2)CC1,1
C=CC[N+](C)(C)c1ccc(CCC(=O)CCc2ccc([N+](C)(C)CC=C)cc2)cc1,7
COCCn1c(SCC(=O)Nc2cccnc2Cl)nc2ccccc2c1=O,-1
O=C1NC(=O)C(c2ccccc2)(c2ccccn2)N1 (configuration not stated),4
NC(=O)N/N=C/c1sc(N2CCCCC2)nc1-c1cccs1,0
CCOC(=O)c1c(C)[nH]c(C(=O)OCC(=O)Nc2sccc2C(N)=O)c1C,0
COc1cc2c(cc1OC)CN(C(=O)c1cccc(S(=O)(=O)N3CCc4ccccc43)c1)CC2,7
COc1ccccc1NC(=O)COC(=O)C1CCCC1,3
COc1cc(C(=O)NC2CCN(C)CC2)ccc1Nc1ncc2c(n1)N(C1CCC(O)CC1)CCC(=O)N2C (configuration not stated),4
C=CC1=CCN(S(=O)C(C)(C)C)[C@H]1CCO (some centres not stated),1
COc1cc(OC)cc(-c2nnc(NC(=O)CCS(=O)(=O)c3ccc(F)cc3)o2)c1,7
CC(OC(=O)c1ccc2c(c1)OCCO2)C(=O)NC1CCCCC1C (configuration not stated),8
C=CCN(c1ccccc1)S(=O)(=O)c1cccc(C(=O)NCC(c2cccs2)N2CCOCC2)c1 (configuration not stated),1
Cc1cc(Cn2nc(C(=O)NCc3cccs3)cc2-c2ccccc2)on1,2
O=C(NNC(=O)C1CCN(C(=O)Nc2ccccc2)CC1)c1ccc([N+](=O)[O-])cc1,1
N#CC1(NC(=O)COC(=O)Cc2n[nH]c(=O)c3ccccc23)CCCCC1,2
CN(CC(=O)Nc1ccc(OC(F)(F)F)cc1)C(=O)Cc1cccs1,1
CC1CCCC(NC(=O)COC(=O)COc2ccc(C#N)cc2)C1C (configuration not stated),-2
COc1c2ccc(OCC/C(C)=C/C(=O)C=C(C)C)cc2nc2occc12,-5
S=c1nc2[nH]c3ccccc3c2n[nH]1,-14
CCCn1c(C)cc(/C=C(\C#N)C(=O)OCC(=O)N(C)c2c(N)n(Cc3ccccc3)c(=O)[nH]c2=O)c1C,4
COc1ccc(OC)c(C2=Nn3c(nnc3-c3ccncc3)SC2)c1,1
C=CCn1c(SC(C)C(=O)Nc2ccc(Cl)cn2)nnc1C1CC1 (configuration not stated),6
CC(C)C(=O)N[C@@H]1c2ccccc2CC[C@H]1OCc1ccccc1,-4
COc1ccc(C(=O)COC(=O)c2sc(C)nc2C)cc1OC,4
O=C(CN1C(=O)CCOc2ccccc21)Nc1cccc(S(=O)(=O)N2CCOCC2)c1,6
CC1CC(=Cc2ccc([N+](=O)[O-])cc2)C(=O)O1 (configuration not stated),7
COc1ccccc1-n1nnnc1SC(C)C(=O)NC1CCCC1 (configuration not stated),5
Cc1ccc(OCC(=O)NCCS(=O)(=O)N2CCN(c3ccccc3)CC2)cc1,-1
O=C(CN1CCN(CC(=O)Nc2ccc(F)cc2)CC1)NCC1(N2CCOCC2)CCCCC1,0
C#CCOCCOCCOCCNc1nc(N2CCN(C(=O)CCCCCCCCCCNC(=O)[C@@H]([C@H](C)O)n3cc(C)nn3)CC2)nc(N2CCN(C(=O)CCCCCCCCCCNC(=O)[C@@H]([C@H](C)O)n3cc(C)nn3)CC2)n1,5
COc1ccc(CN2CCN(CC(=O)Nc3ccccc3C(=O)NC3CC3)CC2)cc1F,3
COc1ccc(NC(=O)C2CC2)cc1S(=O)(=O)N1CCOCC1,0
O=C(COC(=O)c1ccc(O)cc1)Nc1cc(S(=O)(=O)N2CCOCC2)ccc1Cl,4
COc1cccc(C2c3cc4c(cc3OC(NNC(N)=O)C2C)OCO4)c1O (configuration not stated),4
O=C(CS(=O)(=O)c1ccc(F)cc1)Nc1nccs1,-3
Cc1ccc(S(=O)(=O)N2CCOCC2)cc1C(=O)N1CCN(S(=O)(=O)c2cccc(F)c2)CC1,1
CCOC(=O)c1c(NC(=O)COC(=O)CCOc2ccc(C)cc2)sc(C(=O)N(C)C)c1C,1
c1ccc(N=Nc2ccc3cccccc2-3)cc1,-1
O=C(COC(=O)COc1ccc(Br)cc1)NCc1ccc2c(c1)OCO2,0
C=CCOc1ccc(/C=C/C(=O)OCC(=O)Nc2c(C)n(C)n(-c3ccccc3)c2=O)cc1,0
Cc1cccc(COc2ccc(S(=O)(=O)N3CCOCC3)cc2[N+](=O)[O-])c1,3
CC(C)c1ccc(S(=O)(=O)N2CCN(C(=O)CCNC(=O)Nc3ccccc3)CC2)cc1,1
O=C(COC(=O)c1ccccc1O)Nc1ccc2ccccc2c1,2
# The listing continues:
SMILES,IDE act
O=C(N/N=C/c1ccc(Br)cc1)c1ccc(NC(=O)c2ccccc2)cc1,5
C#CCOCCOCCOCCNc1nc(N2CCN(C(=O)CCCCCCCCCCNC(=O)[C@H](CCCCN)n3cc(C)nn3)CC2)nc(N2CCN(C(=O)CCCCCCCCCCNC(=O)[C@@H]([C@H](C)CC)n3cc(CCCCCN)nn3)CC2)n1,39*
O=C1OC(c2ccccc2)(c2cc(Br)ccc2O)c2ccccc21 (configuration not stated),2
COc1ccc(Br)cc1CN(C)C(=O)Cc1ccc(OC)c(S(=O)(=O)N2CCOCC2)c1,1
Cc1ccc(S(=O)(=O)N(C)CC(=O)NCC(c2ccc(F)cc2)N2CCOCC2)cc1 (configuration not stated),2
O=C(CN1C(=O)NC(c2ccccc2)(c2ccccc2)C1=O)NC1CCCC1,1
Cc1cc(C)c(OCCOCCN2CCCC2)c(C)c1,5
Cc1ccc2c(c1)CCCN2CC(=O)Nc1cc(S(=O)(=O)N2CCCC2)ccc1Cl,6
COc1ccccc1OCCNC(=O)C1CC(=O)N(Cc2ccc(C)cc2)C1 (configuration not stated),5
Cc1ccc(S(=O)(=O)CCC(=O)Nc2nnc(-c3ccco3)o2)cc1,3
NC(=S)NC(c1ccccc1)c1ccncc1 (configuration not stated),2
CC(C)(CNC(=O)CNC(=O)C1CCCCC1)N1CCOCC1,1
Cc1ccc(C(=O)NNC(=O)COc2ccc(Cl)cc2C)o1,-2
CC(C)CN(C(=O)CCC(=O)OC(C)C(=O)Nc1cccc(C#N)c1)c1c(N)n(CC(C)C)c(=O)[nH]c1=O (configuration not stated),3
CCCOc1ccc(C(=O)CCC(=O)Nc2ccc(N3CCN(C)CC3)cc2)cc1,1
COc1cc(OC)c(C(=O)Nc2cc(S(=O)(=O)N3CCOCC3)ccc2N2CCN(C)CC2)cc1OC,5
COc1ccc(S(=O)(=O)Nc2ccc3c(c2)C(=O)N([C@@H](C)CO)C[C@H](C)[C@H](CN(C)S(=O)(=O)c2ccc(F)cc2)O3)cc1,4
CC1(c2ccc3ccccc3c2)CCC(=O)O1 (configuration not stated),3
Cc1ccc2nc(SCC(=O)NC3CCCC3)nc(=O)n2c1,5
CCN(C[C@H]1N[C@@](Cc2ccccc2)(C(=O)OC)[C@H]2C(=O)N(Cc3ccccc3)C(=O)[C@@H]12)S(=O)(=O)c1ccccc1,-3
CCOC(=O)CCCCCC(=O)Nc1ccc2c(c1)CC(=O)N([C@@H](C)CO)C[C@H](C)[C@@H](CN(C)Cc1ccccc1)O2,-1
CC(NS(=O)(=O)c1ccc(Cl)cc1)C(=O)OCC(=O)Nc1ccc(N(C)C)cc1 (configuration not stated),1
CC(C)c1nc2oc3c(NCc4ccccn4)ncnc3c2c2c1COC(C)(C)C2,11
COc1ccc2sc(-c3ccc(N(C)C)cc3)c(C#CCO)c2c1,1
COc1ccc(S(=O)(=O)N2CCN(C(=O)CN3C(=O)NC(C)(C)C3=O)CC2)cc1,5
Cn1ccnc1SCC(=O)Nc1ccc(SC(F)F)cc1,2
CCN(CC)C(=O)[C@H]1CC(CC(=O)NCCN2CCOCC2)C(=O)N2CCc3c([nH]c4ccccc34)[C@]12C (some centres not stated),4
Cn1c(Cc2cccs2)nnc1SCC(=O)Nc1ccc(C(N)=O)cc1,-4
O=C(OCc1c(-c2ccccc2)ncc2ccccc12)N1CCOCC1,0
O=C(C[C@H]1C/C=C\C[C@H](NC(=O)OCC2c3ccccc3-c3ccccc32)C(=O)OC[C@H](Cc2ccccc2)NC1=O)N[C@H](CO)Cc1ccccc1,-2

# 7 records picked at random from those above:
SMILES,IDE act
CC(NS(=O)(=O)c1ccc(Cl)cc1)C(=O)OCC(=O)Nc1ccc(N(C)C)cc1 (configuration not stated),1
CCOC(=O)CCCCCC(=O)Nc1ccc2c(c1)CC(=O)N([C@@H](C)CO)C[C@H](C)[C@@H](CN(C)Cc1ccccc1)O2,-1
CCN(C[C@H]1N[C@@](Cc2ccccc2)(C(=O)OC)[C@H]2C(=O)N(Cc3ccccc3)C(=O)[C@@H]12)S(=O)(=O)c1ccccc1,-3
O=C(C[C@H]1C/C=C\C[C@H](NC(=O)OCC2c3ccccc3-c3ccccc32)C(=O)OC[C@H](Cc2ccccc2)NC1=O)N[C@H](CO)Cc1ccccc1,-2
Cc1ccc2nc(SCC(=O)NC3CCCC3)nc(=O)n2c1,5
COc1ccc(S(=O)(=O)Nc2ccc3c(c2)C(=O)N([C@@H](C)CO)C[C@H](C)[C@H](CN(C)S(=O)(=O)c2ccc(F)cc2)O3)cc1,4
CCN(CC)C(=O)[C@H]1CC(CC(=O)NCCN2CCOCC2)C(=O)N2CCc3c([nH]c4ccccc34)[C@]12C (some centres not stated),4

# Additional compounds
SMILES,IDE act
Cc1ccccc1NC(=O)Cc1nc(COC(=O)COc2cccc(C)c2C)cs1,1
CC1Cc2ccccc2N1C(=O)COC(=O)Cc1ccc(F)cc1 (configuration not stated),0
O=C1OC(CCl)CN1Cc1c(Cl)cccc1Cl (configuration not stated),-3
CCc1ccccc1C1=CC(=O)C[C@H](c2ccc(OC)cc2)C1,3
O=S(=O)(CCN1CCCCC1)CCS(=O)(=O)CCN1CCCCC1,1
Cc1cccc(NC(=O)CN(CC2CCCO2)C(=O)c2cc(S(=O)(=O)N(C)C)ccc2F)c1C (configuration not stated),1
CC1=CN(S(=O)(=O)c2ccc(C)cc2)C[C@@H]2[C@H]3CC[C@H](C3)[C@H]12,4
COc1ccc(C)cc1-n1ccn(CC(=O)Nc2ccc(Br)cc2F)c(=O)c1=O,-5
CN(CC(=O)Nc1cccc(F)c1)C(=O)c1ccc(OCc2ccccc2)cc1,4
O=C(COC(=O)/C=C/c1ccc(F)cc1)Nc1ccc(S(=O)(=O)N2CCOCC2)cc1,-7
COc1ccc([C@H]2CC(=O)C=C(c3cc4ccccc4s3)C2)cc1,-1
O=C(NCCCN1CCOCC1)c1cc(-c2ccccc2)nc2ccccc12,0
CCOc1ccc(NC(=O)CSc2nc(=O)n(Cc3ccccn3)c3c2CCC3)cc1,3
O=C(NCCS(=O)(=O)N1CCN(c2ccccc2)CC1)c1ccccc1F,1
O=C(OCc1cc(=O)n2ccsc2n1)c1ccccc1O,3

# Sorted by molecular weight (high to low): some entries from above.
SMILES,IDE act
CCOc1ccc(NC(=O)CSc2nc(=O)n(Cc3ccccn3)c3c2CCC3)cc1,3
COc1ccc([C@H]2CC(=O)C=C(c3cc4ccccc4s3)C2)cc1,-1
CCc1ccccc1C1=CC(=O)C[C@H](c2ccc(OC)cc2)C1,3

# Structures listed so far marked active in IDE act:
SMILES,IDE act
C#CCOCCOCCOCCNc1nc(N2CCN(C(=O)CCCCCCCCCCNC(=O)[C@H](CCCCN)n3cc(C)nn3)CC2)nc(N2CCN(C(=O)CCCCCCCCCCNC(=O)[C@@H]([C@H](C)CC)n3cc(CCCCCN)nn3)CC2)n1,39*

# (continued)
SMILES,IDE act
CC(=O)NS(=O)(=O)c1ccc(NC(=O)c2ccc3c(c2)NC(=O)CS3)cc1,4
Cc1cccc(C)c1NC(=O)CSc1n[nH]c(=O)n1C1CC1,-3
CCOC(=O)Cc1csc(SCC(=O)Nc2nccs2)n1,-2
CC1O[C@H](OC2C(COC3OC(CO)C(O)[C@H](O)C3O)OC(OC3CC[C@]4(C)C(CC[C@@]5(C)[C@@H]4C=C[C@]46OC[C@@]7(CCC(C)(C)C[C@H]74)C(O)C[C@@]56C)C3(C)C)C(O)C2O)C(O)C(O)C1O (some centres not stated),0
CCOc1ccc(C(=O)NCC(=O)NNC(=O)CN(C)S(=O)(=O)c2ccc(Cl)cc2)cc1,-4
O=C(O)c1ccccc1NS(=O)(=O)c1ccc(N/N=C/c2cccc(O)c2O)c([N+](=O)[O-])c1,0
CN(C(=O)c1ccc(NC(=O)Cc2ccc(NC(=O)C3CCN(S(=O)(=O)c4cccc([N+](=O)[O-])c4)CC3)cc2)cc1)C1CCCC1,6

# The list is partial; rates above refer to the full screens.
